# Screening results (PubChem)
# Granule exo inh – lytic granule exocytosis inhibition; TALL-104 LAMP-1 surface exposure, flow cytometry; cells stimulated with thapsigargin and PMA; inhibition, % at 10 µM; hit rate 0.66% among 360,000; AID 651702;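 active = inhibition above about 55%, limit read from the data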
# m5-HT2A agonist – activates the mouse 5-HT2A serotonin receptor | activation, % at 7.6 µM | CHO-K1 mHTR2A beta-arrestin complementation, luminescence; percent of 30 µM serotonin response | hit rate 0.66% among 360,000 | AID 624169;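 active = activation above a run cutoff, the mean activation of all tested compounds plus 3 SD, cut at about 14% in these data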;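 also: 0% = plate median of compound wells and 100% = 30 µM serotonin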
# iPSC survival up – increases survival of single human iPS cells; hiPSC single-cell survival, ATPlite luminescence; 100% = ROCK inhibitor wells, 0% = DMSO; survival enhancement, % at 20 µM; hit rate 0.044% among 360,000; AID 602274; in the data active = survival enhancement above about 18%;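 also: cells exposed to compounds for 16 hours before the ATP read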
# MC4R antag cAMP – blocks human MC4R cAMP signaling | MC4R-expressing cells, MTII-stimulated cAMP, LANCE TR-FRET | inhibition, % at 6.5 µM | hit rate 0.48% among 360,000 | AID 540295;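 active = inhibition above its plate's cutoff, the mean of tested wells on that plate plus 3 SD, cut at about 29% in these data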;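 also: 0% = Melanotan II alone and 100% = Melanotan II plus saturating MCL0020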
#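 material = U2OS cells stably expressing human melanocortin 4 receptor (MC4R) | also added = Melanotan II challenge | dosing = single nominal compound dose of 6.5 µM | detection = TR-FRET with Eu-cAMP and labeled anti-cAMP, 671 nm | replication = singlicate | timing = compound 30 min, challenge 1 h, detection 1 h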
# MC4R ag barr – human MC4R agonism via beta-arrestin; U2OS MC4R beta-arrestin complementation, luminescence; percent of melanotan II response, DMSO zero; activation, % at 8.9 µM; hit rate 0.98% among 360,000;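 active = activation above a per-plate cutoff, the mean activation of sample wells on that plate plus 3 SD, cut at about 8% in these data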
# ABCB6 inh 2 – blocks the human ABCB6 transporter; Q9NP58; K562-ABCB6 porphyrin accumulation, flow cytometry, 1 h; active compounds read low; fluorescence ratio to DMSO, % at 10 µM; hit rate 0.19% among 360,000; AID 602162;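 active = fluorescence ratio to DMSO below 75%, the collection mean minus 3 SD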;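 also: signal is porphyrin accumulated inside mitochondria; 100% equals median channel fluorescence of DMSO control wells; lower ratio means ABCB6 inhibition with less porphyrin fluorescence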
# N-glyco inh – blocks N-linked glycosylation in D54 reporter cells; reporter increase, % at 12.5 µM; D54 ERlucT glycosylation luciferase reporter, 24 h; percent of 100 nM tunicamycin response; AID 588692; hit rate 0.23% among 360,000;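 active = mean luciferase reporter signal, scaled so untreated is 0 and the glycosylation-blocking control 100, at or above a set limit in every replicate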;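 also: luciferase carries N-glycosylation sites so blocking glycosylation raises the light; 0% = median of neutral control wells and 100% = median of 100 nM tunicamycin wells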
# ABHD5 PLIN5 PPI – blocks binding of human ABHD5 to perilipin-5. hit rate 0.78% among 360,000. Split G. princeps luciferase complementation, luminescence, 4 h. Q00G26+Q8WTS1. AID 602281. inhibition, % at 4 µM;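 active = inhibition above the mean inhibition across every tested compound plus 3 SD, cut at about 22% in these data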;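 also: 0% = DMSO only wells and the 100% control is not disclosed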
# Target sequence (Q00G26 whole entry, looked up): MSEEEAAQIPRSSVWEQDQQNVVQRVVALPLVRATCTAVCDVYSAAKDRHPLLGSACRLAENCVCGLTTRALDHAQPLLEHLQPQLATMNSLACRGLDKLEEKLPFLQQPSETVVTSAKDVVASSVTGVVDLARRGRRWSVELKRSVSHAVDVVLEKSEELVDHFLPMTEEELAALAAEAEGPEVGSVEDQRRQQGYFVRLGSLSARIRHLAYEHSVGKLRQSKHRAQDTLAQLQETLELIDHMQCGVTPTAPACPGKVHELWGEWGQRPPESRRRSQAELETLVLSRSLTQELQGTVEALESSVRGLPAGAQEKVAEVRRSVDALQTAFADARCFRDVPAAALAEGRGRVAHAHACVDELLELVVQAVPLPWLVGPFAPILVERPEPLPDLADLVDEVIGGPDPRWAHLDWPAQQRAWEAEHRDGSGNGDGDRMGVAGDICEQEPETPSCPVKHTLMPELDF
# Target sequence (Q8WTS1 whole entry, looked up): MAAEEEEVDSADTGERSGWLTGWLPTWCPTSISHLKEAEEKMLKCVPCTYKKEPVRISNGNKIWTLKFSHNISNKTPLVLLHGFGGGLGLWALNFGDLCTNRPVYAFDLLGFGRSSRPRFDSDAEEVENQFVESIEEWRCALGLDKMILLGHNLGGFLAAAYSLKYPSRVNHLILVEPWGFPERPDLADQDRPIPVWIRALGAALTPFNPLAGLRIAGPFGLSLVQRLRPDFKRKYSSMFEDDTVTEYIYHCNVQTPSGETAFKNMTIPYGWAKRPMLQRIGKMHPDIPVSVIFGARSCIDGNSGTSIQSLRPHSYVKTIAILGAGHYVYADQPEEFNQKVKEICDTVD
# Cardio protect – myocardial damage modulation in H9c2 cells; H9c2 cardiomyocytes, H2O2 injury protection, ATPLite, 2 h; protection from H2O2 cell death, % at 20 µM; hit rate 0.63% among 360,000;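 active = compounds giving at least 50% protection of heart cells from peroxide-induced death in the single-dose screen, raw or plate-pattern-corrected value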;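 also: 0% = DMSO wells with peroxide and 100% = DMSO wells without peroxide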
# aDG glyco up – increases alpha dystroglycan glycosylation; Pro5-aDG cells, alpha-DG glycosylation AlphaScreen (IIH6); 0% Pro5, 100% B10-LARGE cell signal; activation, % at 10 µM; hit rate 0.22% among 360,000;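 active = activation of at least 8% versus controls, or a plate z-score of at least 8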;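 also: Pro5 are CHO cells carrying HIG-tagged alpha-DG that lacks glycosylation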
# * = called active by the depositor; . = not tested or not shown.
SMILES,Granule exo inh,m5-HT2A agonist,iPSC survival up,MC4R antag cAMP,MC4R ag barr,ABCB6 inh 2,N-glyco inh,ABHD5 PLIN5 PPI,Cardio protect,aDG glyco up
Cc1ccc(N=Cc2c(O)c3ccccc3oc2=O)c(C)c1,-4,0,-0.7,-3,0.6,106,2,-5,-19,0.1
CCOC(=O)C1=C(COC(=O)/C=C/c2ccc(OC)cc2)NC(=O)NC1C (stereo unspecified),-1,9,-0.4,-5,-0.5,100,17,-3,19,-0.1
O=C(c1ccc(S(=O)(=O)N2CCOCC2)cc1)N1CCN(c2ccc(F)cc2)CC1,-2,-2,-0.8,7,0.0,103,-1,-1,9,-0.4
Cc1ccc(C)c(NC(=O)COc2cccc3c2CCN(Cc2ccccc2)C3=O)c1,6,1,-0.4,15,-2.4,101,-1,-2,3,0.3
CC1Sc2ccc(C(=O)Nc3cc(S(C)(=O)=O)ccc3Cl)cc2NC1=O (stereo unspecified),18,0,0.1,-2,-1.7,95,1,-4,9,0.3
CCC(CO)NC(=O)c1cc2c(s1)CCC2 (stereo unspecified),0,3,0.0,4,0.1,93,2,3,-4,-0.1
CC(C)c1ccc(N(C(=O)c2csnn2)C(C(=O)NC2CCCC2)c2cccnc2)cc1 (stereo unspecified),6,5,0.0,6,0.5,95,1,-5,5,0.0
CC(=O)N1CSCC1C(=O)NNS(=O)(=O)c1ccccc1 (stereo unspecified),-4,4,-0.2,2,-0.2,95,3,4,4,0.0
COc1ccc(OC)c(S(=O)(=O)Nc2cc(C(=O)O)ccc2N2CC3CC(C2)c2cccc(=O)n2C3)c1 (stereo unspecified),2,1,0.4,4,0.7,96,0,4,4,-0.1
COc1cc(C2c3c(oc4ccccc4c3=O)C(=O)N2c2ccc(C)cn2)ccc1O (stereo unspecified),0,-1,-3.8,6,0.1,89,-10,2,63*,0.0
O=C(Nc1cccc(Cl)c1)N1CCN2C(=O)c3ccccc3C12c1ccccc1 (stereo unspecified),-16,-3,0.7,-1,0.3,87,-5,-5,-8,1.1
O=C(OCn1ncc(Cl)c(Cl)c1=O)c1cccc(C(F)(F)F)c1,9,-3,75*,22,3.6,96,-16,4,-16,-0.8
CCC1CCCCN1S(=O)(=O)c1ccc(-n2cnnn2)c(C)c1 (stereo unspecified),5,-3,-0.5,-3,0.5,93,-2,5,0,-0.2
COc1cc(S(=O)(=O)NCCCN2CCOCC2)ccc1Cl,-1,-1,0.0,-2,-1.3,98,2,-1,-1,0.0
COc1ccc(NC(=O)Cn2nnc(C(=O)NCCc3ccccc3)c2N)cc1,0,3,0.0,6,-2.8,116,0,-3,-3,-0.2
Cc1ccc(-c2cc3nc(-c4ccc(Br)cc4)cc(N)n3n2)cc1,-1,2,-0.8,1,0.4,99,2,-8,-5,-0.1
CCc1cc(/C(Cc2csc(C)n2)=N/O)c(O)cc1O,-1,-8,0.0,-6,-1.7,111,-3,-8,-16,0.5
Cc1c(C)c2ccc(OC3CCCCC3=O)cc2oc1=O (stereo unspecified),1,4,-1.7,4,-1.2,95,0,2,16,0.0
O=P(O)(O)C(O)C(F)(F)C(F)(F)C(F)(F)C(F)F (stereo unspecified),0,4,11,0,-0.2,98,2,-1,10,0.1
Cc1ccsc1C1C(C#N)=C(N)Oc2n[nH]c(C)c21 (stereo unspecified),-1,1,-0.8,29*,-1.1,94,3,1,-1,0.1
C=C(C)CSc1nnc([C@@H]2CCCN2)o1,-4,-6,0.3,2,-0.2,98,1,0,2,0.0
COc1ccc(NC(=O)C2=C(C)NC(=O)NC2c2cccc(OC)c2OC)c(OC)c1 (stereo unspecified),-5,2,-0.4,-2,1.0,92,2,1,6,0.1
CCOC(=O)/C(=C\c1ccccc1)NC(=O)c1ccccc1,1,-3,-0.2,7,3.8,95,0,12,5,0.1
CCOc1ccc(C(CCc2ccccc2)NC(=O)c2ccccc2F)cc1OCC (stereo unspecified),2,-11,0.4,15,1.0,98,-5,-9,-2,0.1
CCOC(=O)CN1C(=O)S/C(=C\c2ccc(-c3ccc(C(=O)O)c(Cl)c3)o2)C1=O,-4,-3,0.0,-5,-0.8,102,2,2,2,-0.2
Cc1[nH]c2ccccc2c1C(=O)CSc1nc2ncc(Cl)cc2[nH]1,-1,1,1.7,-1,1.0,93,17,2,21,0.0
CN(C)S(=O)(=O)c1cccc(NC(=O)c2ccc(S(=O)(=O)N3CCCCC3)cc2)c1,-3,-6,-0.5,15,-3.0,98,-5,-5,-10,-0.2
COc1ccc(C2C(C#N)=C(N)OC3=C2C(=O)CC(C)(C)C3)cc1Cn1nc(C)c([N+](=O)[O-])c1C (stereo unspecified),-13,1,1.0,16,-2.5,101,3,-2,12,0.2
CC1(Cc2cccc(F)c2)C(=O)Nc2ccc(S(=O)(=O)NC3CCCCC3)cc21 (stereo unspecified),-1,6,1.0,9,-1.4,89,-3,-1,1,0.2
C/C(Cl)=C\Cn1c(NCCCn2ccnc2)nc2c1c(=O)n(C)c(=O)n2C,-6,3,5.0,4,-1.7,111,0,8,5,0.4

# Reprinted from the part before: 3 entries; new compounds follow.
SMILES,Granule exo inh,m5-HT2A agonist,iPSC survival up,MC4R antag cAMP,MC4R ag barr,ABCB6 inh 2,N-glyco inh,ABHD5 PLIN5 PPI,Cardio protect,aDG glyco up
COc1ccc(C2C(C#N)=C(N)OC3=C2C(=O)CC(C)(C)C3)cc1Cn1nc(C)c([N+](=O)[O-])c1C (stereo unspecified),-13,1,1.0,16,-2.5,101,3,-2,12,0.2
CC1(Cc2cccc(F)c2)C(=O)Nc2ccc(S(=O)(=O)NC3CCCCC3)cc21 (stereo unspecified),-1,6,1.0,9,-1.4,89,-3,-1,1,0.2
C/C(Cl)=C\Cn1c(NCCCn2ccnc2)nc2c1c(=O)n(C)c(=O)n2C,-6,3,5.0,4,-1.7,111,0,8,5,0.4
CCOc1ccccc1N(C)S(=O)(=O)c1ccc2c(c1)CC(C)N2C(=O)C1CC1 (stereo unspecified),-4,-6,0.3,4,-1.2,98,2,2,3,0.0
CCNc1nc(OC)nc(Oc2ccc(=O)n(-c3ccccc3)n2)n1,0,18*,-2.1,-9,0.7,110,2,1,0,0.2
COC(=O)c1sc2ccccc2c1-n1cccc1C(=O)C(=O)Nc1ccccc1,0,-5,0.6,20,0.9,96,1,-9,0,-0.5
Cc1ccc(C(=O)CCC(=O)OCC(=O)Nc2c(C)nn(-c3ccccc3)c2C)cc1,6,0,-0.2,-13,-5.1,99,1,4,7,-0.1
O=C(Cn1nnc(-c2ccccc2)n1)OC1CCOC1=O (stereo unspecified),0,-1,0.3,15,-0.9,90,0,3,9,-0.2
Cc1nn2c(-c3ccccc3)ccnc2c1Br,-14,-7,1.7,3,-1.2,97,1,9,-8,0.0
O=C(CN1C(=O)NC(c2ccccc2)(c2ccccc2)C1=O)NC1CCS(=O)(=O)C1 (stereo unspecified),4,-1,-1.4,5,-1.4,102,2,2,1,0.0
O=C(COc1ccc(Cl)cc1Cl)NN=C1CCCCC1,-2,1,1.2,22,-1.1,104,0,3,-1,-0.1
O=C(Nc1ccccc1OC(F)F)c1ccc(S(=O)(=O)N2CCOCC2)cc1,1,8,0.0,4,-0.6,103,0,-5,0,-0.2
COc1cccc(N(C(=O)CNC(=O)c2ccco2)C(C(=O)NC2CCCCC2)c2cccnc2)c1 (stereo unspecified),-6,9,-0.2,-7,1.8,97,0,4,1,0.0
CCCn1c(=S)[nH]c2cc(C(=O)N3CCN(C)CC3)ccc2c1=O,-4,0,-0.3,-4,0.0,101,0,1,2,0.2
O=C(CCC1CCCC1)Nc1ccon1,2,1,-3.0,4,-1.7,91,-2,-3,1,-0.1
Cc1ccc(S(=O)OCC(=O)Nc2cc(Cl)ccc2N2CCOCC2)cc1 (stereo unspecified),-17,-1,3.8,6,5.9,103,1,-2,0,0.3
O=C(C1=C(O)C(=O)N(CCN2CCOCC2)C1c1ccc(Br)cc1)c1cc2ccccc2o1 (stereo unspecified),-8,-2,-0.6,7,-2.8,104,2,-3,-2,0.3
O=S(=O)(Nc1cccc(Cl)c1)c1ccc(-n2cccn2)cc1,0,-5,0.1,-1,3.0,99,-1,0,-6,0.1
CCCc1ccc(-c2c(C)sc(N)c2C#N)cc1,-2,0,3.1,3,3.8,89,-1,-9,-23,0.0
N#Cc1ccc(S(=O)(=O)NCCc2ccncc2)cc1,1,5,0.4,8,-0.7,90,2,4,-3,-0.2
COc1cc(OC)cc(-c2nc(-c3cccs3)no2)c1,-1,-3,-0.5,-3,6.3,93,2,-8,-2,0.0
O=c1cc(-c2ccc(O)cc2)oc2cc(O)cc(O)c12,2,-5,-2.5,-17,1.1,89,1,2,16,0.0
C[n+]1cc[nH]c1SCC(=O)c1ccccc1,-1,-1,3.8,1,-0.6,98,-2,-3,27,0.0
CCOC(=O)c1cc(-c2ccc(C)cc2)n(CCC(=O)NC(C)CC)c1C (stereo unspecified),3,0,-3.4,7,-0.2,100,-2,-3,7,0.1
CCN1CCN(C(=O)/C=C/c2ccc(C)cc2)CC1,5,-4,-0.5,0,-2.0,93,0,-3,-2,0.3
CCCN(CCC)Cc1cc(=O)oc2ccc3ccccc3c12,-7,-2,-1.4,.,.,103,2,-1,-8,0.1
COc1cccc(OC)c1NC(=O)C1CCCN1C(=O)Nc1cccc(Cl)c1 (stereo unspecified),-25,4,0.2,6,-2.3,100,0,-4,0,-0.1
Cc1c(NC(=O)c2cc3ccccc3c(=O)s2)c(=O)n(-c2ccccc2)n1C,3,-3,-2.5,-13,-1.4,99,-2,3,-1,0.0
O=C1C=C(c2ccc(Cl)nc2)C[C@@H](c2ccc3c(c2)OCO3)C1,0,10,3.3,7,1.7,93,3,0,-1,-0.1
CC(=O)OCC=C1CCC2C3CC(C)C4=CC(=O)CCC4(C)C3C(O)CC12C (stereo unspecified),8,5,-2.0,2,7.8,96,-1,1,6,-0.1
O=C(c1ccc(-c2ccc([N+](=O)[O-])cc2)o1)N1CCCCCCC1,-1,15*,-0.3,22,-1.1,101,11,39*,-5,0.6
CN1CCN(C(=S)c2ccc(OCC(=O)Nc3cccc(C(F)(F)F)c3)cc2)CC1,5,-5,1.8,7,-1.3,100,-1,-1,-1,0.3
O=C(C1CCCO1)N1CCN(C(=S)NC2CC2)CC1 (stereo unspecified),1,5,-0.3,6,-0.6,99,2,6,12,0.4
COc1ccc(C(=O)c2cc([N+](=O)[O-])ccc2N2CCN(C)CC2)cc1,5,-6,-0.9,-4,-1.2,93,24,6,-3,-0.3
CCCCC(=O)NC(c1ccc(OC)cc1)c1ccc2cccnc2c1O (stereo unspecified),0,-4,-3.8,16,-1.5,103,-7,7,40,0.1
Cc1ccc(S(=O)(=O)N2CCCN(S(=O)(=O)c3ccccc3Br)CC2)cc1,-8,3,0.0,-7,0.3,97,-1,0,-3,-0.1
COCCNC(=O)CN(C)S(=O)(=O)c1ccc(Br)cc1,0,1,-0.1,-1,-4.3,91,0,-7,2,0.1
